PAFAH2 inh: PAFAH2 (human) inhibition; 0.99% of 340,000 active; inhibition, % at 3.39 µM; recombinant PAFAH2, FP-rhodamine activity probe, fluorescence polarization; Q99487; AID 492956;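 active = inhibition above the mean over all tested compounds plus 3 SD, cut at about 30% in these data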;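 also: inhibitors block probe labeling of enzyme so polarization drops; 0% = enzyme with DMSO and 100% = wells lacking PAFAH2 protein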
GSTO1 counter: blocks human GSTO1 in RBBP9 counter-screen. P78417. recombinant GSTO1, activity-based probe fluorescence polarization. inhibition, % at 5.96 µM. 1.1% of 300,000 active. AID 1974;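 active = inhibition above the campaign mean inhibition plus 3 SD, cut at about 35% in these data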;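 also: 0% = GSTO1-1 with DMSO and 100% = wells lacking GSTO1-1 enzyme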
Fam108B counter: Fam108B inhibition, counter-screen for RBBP9 inhibitors | inhibition, % at 9.51 µM | 0.33% of 300,000 active | recombinant Fam108B, FP-Rh probe fluorescence polarization;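 active = inhibition above the screen mean inhibition plus 3 SD, computed separately per campaign, cut at about 18% in these data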;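 also: inhibitors lower polarization as less probe binds the enzyme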
PME-1 inh: PME-1 (human) inhibition. 0.53% of 320,000 active. AID 2130. inhibition, % at 5.9 µM. recombinant PME-1, FP-Rh probe fluorescence polarization. Q9Y570;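 active = inhibition above the campaign mean of all compounds plus 3 SD, cut at about 26% in these data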;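 also: competitive labeling of PME-1 active site by serine hydrolase directed probe; 0% = PME-1 with DMSO and 100% = wells lacking PME-1 enzyme; inhibitors block probe labeling so polarization falls and inhibition rises; many of its hits are not listed in these tables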
PAFAH1B3 FP inh: inhibitors of human PAFAH1B3; recombinant PAFAH1B3, FP-rhodamine probe, fluorescence polarization; Q15102; 0.28% of 340,000 active; inhibition, % at 3.39 µM; AID 492972;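 active = inhibition above the screen-wide average of all tested compounds plus 3 SD, cut at about 25% in these data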;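 also: 0% = enzyme with DMSO only and 100% = wells lacking PAFAH1B3 protein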
PAD4 inh: PAD4 (human) enzyme inhibition; Q9UM07; recombinant PAD4, RCA probe fluorescence polarization; inhibition, % at 6.36 µM; 0.41% of 330,000 active; AID 485272;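 active = percent inhibition above a cutoff equal to the mean of all tested compounds plus 3 SD, cut at about 15% in these data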;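 also: 0% = PAD4 with RCA probe and DMSO and 100% = probe without PAD4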
pPAFAH FP inh: pPAFAH (human) enzyme inhibition. Q13093. recombinant pPAFAH, FP-rhodamine probe fluorescence polarization. inhibition, % at 3.39 µM. 1.5% of 330,000 active. AID 463082;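 active = inhibition above the mean inhibition across the screen plus 3 SD, cut at about 25% in these data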;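 also: inhibitors block binding of the rhodamine activity-based probe so polarization drops; 0% = enzyme with DMSO and 100% = wells lacking pPAFAH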
PAFAH1B2 FP inh: blocks human PAF acetylhydrolase 1b catalytic subunit 2; recombinant PAFAH1B2, FP-rhodamine activity probe, fluorescence polarization; inhibition, % at 3.39 µM; 1.2% of 340,000 active; AID 492953;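 active = inhibition above the mean of all tested compounds plus 3 SD, cut at about 24% in these data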;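 also: 0% = enzyme with DMSO and 100% = wells lacking PAFAH1B2; many of its hits are not listed in these tables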
LYPLA1 inh: counter-screen for PME1 inhibitors: inhibitors of human LYPLA1. O75608. recombinant LYPLA1, FP-Rh probe fluorescence polarization. inhibition, % at 5.9 µM. 0.16% of 320,000 active. AID 2174;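 active = inhibition above the mean of all tested compounds plus 3 SD, set per campaign, cut at about 14% in these data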;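 also: inhibitors block serine hydrolase probe labeling of LYPLA1 so polarization falls; 0% = enzyme with DMSO and 100% = wells lacking LYPLA1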
Numbers without * were called inactive; / = not tested or not shown. This is a subset; count on the stated rates, not on these rows.

SMILES	PAFAH2 inh	GSTO1 counter	Fam108B counter	PME-1 inh	PAFAH1B3 FP inh	PAD4 inh	pPAFAH FP inh	PAFAH1B2 FP inh	LYPLA1 inh
COc1ccc(C(=O)CN(C(=O)c2ccc(Cl)cc2)N2C(=O)c3ccccc3C2=O)cc1	-1	4	-3	1	6	6	3	1	-1
Cc1cc(NC(=O)COC(=O)CSc2nc3cc(Cl)ccc3n2Cc2ccccc2)no1	-5	-1	-1	-3	0	0	12	2	-6
CCOC(=O)C(CC)n1cnc2c(nnn2-c2ccc(F)cc2)c1=O (centres undefined)	2	3	2	-5	1	-3	3	-2	1
CCOc1cc(C(=S)N2CCOCC2)ccc1OS(=O)(=O)c1ccc(C)cc1	-2	14	1	1	6	2	1	7	-2
C(=N\Nc1nc(N2CCCCCC2)nc(N2CCCCCC2)n1)/c1ccccc1	0	3	-1	1	4	-4	2	-1	-3
Cc1csc(NC(=O)CCSCCc2ccccn2)n1	-9	5	1	-1	5	0	-1	-2	-1
CCOc1cc(N2CCOCC2)c(OCC)cc1NC(=O)c1ccc(OCc2c(C)noc2C)c(OC)c1	-6	1	12	0	4	-2	7	4	-3
CC(=O)c1c(C)oc2ccc(N(C(C)=O)S(=O)(=O)c3ccc(F)cc3C)cc12	3	3	-1	0	2	-1	4	1	0
CC(C)N1CCc2c(sc(NC(=O)c3ccc(S(=O)(=O)N4CCCCC4C)cc3)c2C(N)=O)C1 (centres undefined)	1	-42	-5	6	13	-2	7	3	-3
COc1ccccc1NC(=S)N1CCN(c2cccc(C)c2C)CC1	-5	3	-3	0	5	1	0	-2	-3
N#Cc1c(SCc2cccc(Cl)c2)sc(C(=O)c2ccccc2)c1N	-3	-11	-17	-5	-1	-8	5	0	-9
CC(=O)c1ccc(S(=O)(=O)Nc2cccc(-c3cn4c(n3)SCC4)c2)cc1	2	-1	-1	2	3	1	2	3	0
Cc1ccc(NC(=O)Cc2nnc(SCC(=O)c3ccc(Br)cc3)n2C)cc1Cl	/	3	1	-5	/	1	-2	/	0
CCN(CC)S(=O)(=O)c1cc(NC(=O)C2CC(=O)N(Cc3ccccc3)C2)ccc1Cl (centres undefined)	-1	/	/	9	8	0	4	0	-4
NS(=O)(=O)c1ccc(NC(=O)COc2ccc(S(=O)(=O)N3CCCC3)cc2)cc1	5	-6	-1	3	5	-1	4	6	-1
CCOc1ccccc1CNC(c1ccccc1)c1ccccc1	0	13	4	3	2	3	1	4	-5
COC(=O)Cc1ccc(NC(=S)N2CCN(c3cc(Cl)ccc3C)CC2)cc1	/	-5	2	6	/	-2	3	/	3
COc1cccc(-c2cc(C(F)(F)F)n3ncc(C(=O)O)c3n2)c1	0	-4	5	-7	-5	1	2	2	0
CCN1CCN(Cc2ccc(NC(=O)c3cc(NC(=O)c4cc(-c5ccc(OC)cc5)n[nH]4)cc(OC)c3)cc2C(F)(F)F)CC1	-100	-36	-62	-87	-89	-5	-45	-44	-53
CCOc1ccc(N2C(=O)/C(=C/c3ccccc3OCC(=O)OC)N(CC(=O)OC)C2=S)cc1	2	4	-4	-2	2	0	7	-2	-2
COc1ccc(NC(=O)Nc2cc(C(=O)O)ccc2N2CC3CC(C2)c2cccc(=O)n2C3)c(OC)c1 (centres undefined)	-2	3	4	-3	4	2	17	4	0
COc1ccc(CNC(=O)C2CCN(S(=O)(=O)c3ccc4c(c3)NC(=O)CO4)CC2)cc1	2	4	0	4	1	1	-1	4	-1
Cc1sc2ncnc(N3CCC(C(=O)NNC(=O)COc4ccc(Br)cc4)CC3)c2c1C	-5	2	1	-3	8	0	7	4	-2
Cc1cc(=O)oc2cc(OCc3ccccc3)ccc12	-1	-2	-1	5	4	1	5	6	1
N/C(=N\OC(=O)c1cccc(F)c1)c1cccc([N+](=O)[O-])c1	7	2	-2	-2	4	1	9	1	-3
Cn1cc(C(=O)Nc2ccc(F)c(Cl)c2)cn1	-4	4	3	-6	-2	-4	-4	5	-7
Cc1cc([N+](=O)[O-])nn1Cc1noc(C(=O)NCCCn2ccnc2)n1	8	2	-1	-6	0	0	-6	2	2
CCCOC(=O)NC(CC)COC(=O)Nc1cccc(C)c1C (centres undefined)	-3	-4	-1	6	5	1	2	6	3
O=C(COc1ncnc2sccc12)N1CCN(C(=O)c2ccco2)CC1	8	3	2	-3	1	-1	7	-1	-2
O=C(CSc1nnc(Cc2ccccc2)o1)c1ccc2c(c1)OCO2	-7	24	0	-3	2	-1	2	-4	-2
Cc1oc2ccc(OCC(N)=O)cc2c1C(=O)OC(C)C	0	0	-5	-4	7	1	-2	-2	0
COC(=O)[C@H](Cc1ccc(O)cc1)NC(=O)Cn1cnc2c(SC)nc(N)nc21	4	/	/	/	2	5	0	-1	/
COc1ccc(F)c(CN2CCC(n3nccc3NC(=O)CCCc3ccccc3)CC2)c1	4	-3	-2	-7	2	-4	7	-2	1
COc1ccc(C(=O)C[n+]2ccc(N(C)C)cc2)cc1	2	10	0	2	2	3	-2	8	2
CCN(CC(=O)Nc1ccccc1SC)Cc1nc2ccccc2c(=O)[nH]1	2	3	-3	9	10	3	5	4	-4
CCn1nc2cc(C(=O)NCc3cc(C(F)(F)F)cc(C(F)(F)F)c3)ccc2c1OC	-2	2	1	6	20	1	15	7	-1
CC(=O)c1ccc(Nc2cc(C)nc3ccc(C)cc23)cc1	0	-2	-2	-2	12	-2	-2	2	-2
Cc1ccccc1C(=O)N1CCC(C(=O)Nc2ccc(S(=O)(=O)N(C)C(C)C)cc2)CC1	-4	-7	5	4	5	2	8	1	7
O=C(c1cccc(F)c1)N1CCC(N2CCCCCC2)CC1	5	8	2	-3	5	4	2	3	1
COc1ccc(C2=NOC(Cn3nc(C(=O)NCc4ccco4)cc3-c3ccccc3)C2)cc1 (centres undefined)	4	-1	-3	-5	18	0	3	4	-2
Cn1c(SCCCC(=O)c2ccc(Br)cc2)nnc1-c1ccncc1	-3	-1	-2	-3	-1	-3	7	-3	1
COC(=O)C1=C(C)N2C(=O)CSC2=NC1c1ccc2c(c1)OCO2 (centres undefined)	/	0	-5	-13	/	-34	-4	/	-8
Cc1ccc(C2CC(c3cccc(C)c3)n3nc(N)nc3N2)cc1 (centres undefined)	9	-1	3	-1	2	-5	5	7	3
O=C(CCCN1C(=O)c2ccccc2C1=O)NCCCn1ccnc1	1	1	-1	0	-3	-6	-3	6	-2
COc1ccc(CCN(C(=O)C(F)(F)F)C(C(=O)NC2CCCCC2)c2ccc(C)s2)cc1 (centres undefined)	-2	-8	1	1	-9	-1	3	-3	-1
COC(=O)c1c(C(=O)OC)c(-c2ccc(C(C)(C)C)cc2)n2c1CS(=O)C2 (centres undefined)	-7	-1	1	1	1	1	6	3	2
CCc1ccccc1NC(=S)N(CCN(C)C)Cc1cccs1	-4	11	-3	-3	4	-2	5	0	4
CCn1nnnc1SCC(=O)c1ccc2c(c1)OCCO2	-4	5	-1	-2	0	-6	0	2	1
CCOC(=O)c1sc(NC(=O)CSCc2c(C)noc2C)nc1C	-1	/	/	3	11	0	2	-3	-5
Cc1nnc(C)n1/N=C/c1cccc(Oc2ccccc2)c1	-2	-2	-1	6	1	0	6	5	2
CC(C)C1CCC(C(=O)N[C@H](Cc2ccccc2)C(=O)O)CC1 (some centres undefined)	/	7	-3	-7	/	-3	7	/	-4
O=C(CSc1nnc(Cc2cccs2)n1-c1ccc(Cl)cc1)NCc1ccc2c(c1)OCO2	3	5	2	2	0	0	25*	-2	-2
COc1ccc(C(=O)C2CCCN(C(=O)/C=C/c3cnc[nH]3)C2)c(C)c1 (centres undefined)	-4	-6	-2	-7	6	-9	-2	-2	-1
CC(=O)c1ccc(S(=O)(=O)N(C)CC(=O)NCC2CCCCC2)cc1	-10	-1	-2	1	-4	1	9	7	1
CN(c1ccccc1)S(=O)(=O)c1cccc(NC(=O)CN2CCCc3ccccc32)c1	1	-5	7	13	10	-4	10	0	-2
NC(=O)NC(=O)c1nccnc1C(=O)O	4	1	-7	-1	-2	-3	-6	3	-3
O=C(NCc1ccccc1F)c1cccc(S(=O)(=O)N2CCCCC2)c1	6	/	/	/	11	2	0	9	/
O=C(NC1CCCC1)C(c1ccc(N2CCOCC2)cc1)N(Cc1ccco1)C(=O)c1ccco1 (centres undefined)	2	-7	-8	4	7	-6	-2	4	-3
COc1ccc(OC)c(S(=O)(=O)N2c3ccccc3CC2C)c1 (centres undefined)	4	-2	0	2	-6	1	4	9	-1
COc1ccc(Cl)cc1NC(=O)C(C)N1CCN(C/C=C/c2ccccc2)CC1 (centres undefined)	-4	3	-5	6	-5	2	3	-4	-2

Next records
SMILES	PAFAH2 inh	GSTO1 counter	Fam108B counter	PME-1 inh	PAFAH1B3 FP inh	PAD4 inh	pPAFAH FP inh	PAFAH1B2 FP inh	LYPLA1 inh
O=C(CSc1cccc(C(F)(F)F)c1)NC(=O)c1ccccc1	-1	4	-1	3	4	0	0	1	1
O=C(Nc1ccc(S(=O)(=O)NC2CCCCC2)cc1)c1ccco1	1	5	-3	-10	2	-3	4	1	-3
CCOc1ccccc1NC(=O)c1nc(-c2ccccc2)oc1C	-4	0	-9	-7	13	-4	-1	3	0
CCOc1ccc(NC(=O)CSc2ncn[nH]2)c([N+](=O)[O-])c1	1	1	3	-4	-4	-4	-2	0	3
Cc1cccc(NCc2nc3ccccc3n2Cc2ccccc2)c1	-2	3	1	15	5	2	4	14	3
C=CCSc1nnc(NC(=O)c2cccc(S(=O)(=O)N3CCOCC3)c2)s1	4	-19	5	-3	2	1	2	8	1
CCO[C@@H]1OC(C(=O)N2CCOCC2)=C[C@H](c2ccc(Br)cc2)[C@H]1CCCO	0	4	-1	-2	5	-1	3	-5	1
CCOC(=O)c1c(NC(C)=O)sc(C(=O)NC2CCCC2)c1C	3	4	-7	-7	9	-2	6	3	1
COC(=O)c1cccc(NC(=S)Nc2cccc(Cl)c2C)c1	5	-3	-2	0	9	-2	-2	-3	2
O=C(Cn1ncc2c([nH]c3ccccc32)c1=O)NCC1CCN(Cc2ccccc2F)CC1	-9	2	-2	-15	-5	0	3	-2	-3
O=c1[nH]c2cc3c(cc2cc1CN(Cc1ccco1)C(=S)NCCCN1CCOCC1)OCCO3	-1	0	2	1	-1	-4	4	-4	-1
CCN(CC)C(=O)C1CCCN(c2ccc([N+](=O)[O-])cc2/C=N/NC(=O)c2cccc([N+](=O)[O-])c2)C1 (centres undefined)	-4	-5	-2	1	-10	1	5	2	-1
CCOC(=O)C1CCCN(CCC(=O)Nc2ccc(C)c(C)c2)C1 (centres undefined)	1	1	1	2	3	-5	4	-4	-5
OC(CNc1ccccc1)Cn1ccc2ccccc21 (centres undefined)	-7	9	0	4	3	3	6	3	-3
Cc1ccc(NS(=O)(=O)c2ccccc2[N+](=O)[O-])cc1S(=O)(=O)N1CCCCC1	7	/	/	/	5	-3	1	11	/
C[C@@]12C(=O)N(c3cccc(Cl)c3)C(=O)N1[C@@H]1c3ccccc3OC[C@@H]1[C@H]2c1ccccc1	8	/	/	/	3	-2	1	7	/
COc1cc(C)ccc1OCCON1C(=O)CCC1=O	0	10	2	1	1	3	5	-1	1
CC(=O)Nc1cccc(-n2nnc(SCC(N)=O)n2)c1	1	13	-2	1	4	-3	-2	4	-3

High-throughput results (PubChem BioAssay)
